C2C12 statin: suppressors of simvastatin-induced myotoxicity in C2C12 myotubes. ATP luminescence, 48 h; scaled: DMSO 0, geranylgeraniol control 100. rescue of ATP level, % at 7.49 µM. hit rate 0.78% among 330,000. AID 602340;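 active means mean ATP rescue above about 67%, or every replicate alone reaching that limit, limit read from the data, passing the limit was not always enough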;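 further: myotubes were challenged with 10 µM simvastatin during compound exposure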
Cneo AK release: causes C. neoformans cell lysis; adenylate kinase release luminescence, 4 h; normalised: neutral wells 0, clomiphene wells 100; lysis activity, % at 15 µM; hit rate 0.2% among 360,000;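 active means mean lysis activity across replicates of at least 80%, whatever share of replicates individually reach that level; inactive means mean lysis activity below 80%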
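Material – Cryptococcus neoformans yeast cells · Quantity – 5 × 10^6 yeast cells/mL · Buffer or medium – YPD medium · Compound – single dose · Timing – 4 h static compound exposure, 37 °C, read 1 h post-reagent · Signal – adenylate kinase release luminescence · Read-out basis – lysis from increased AK signal · Benchmarks – Clomiphene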
PGC1a acetyl inh: lowers PGC1a acetylation signal in U2OS cells | AlphaScreen anti-acetyl-lysine; with virally co-expressed GCN5 acetyltransferase | inhibition, % at 15.6 µM | hit rate 0.17% among 350,000 | AID 651687;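 active means every replicate shows inhibition of at least 40%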;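 further: 0% = neutral control wells and 100% = positive control wells; some results beyond the cut were filed as inactive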
PglD DTNB: PglD (C. jejuni) enzyme inhibition; purified PglD enzyme, DTNB colorimetric CoA detection; inhibition, % at 12.5 µM; hit rate 0.098% among 360,000; in the data active means inhibition above about 16%, passing the limit was not always enough; further: strong numbers were not always called active
LGR2 antag: inhibitors of bursicon-induced Drosophila LGR2 receptor cAMP signaling. inhibition, % at 9.99 µM. AID 720647. hit rate 0.35% among 380,000. HEK293 LGR2, CRE-luciferase, bursicon-stimulated, 4 h;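 active means drop in luminescence signal, shown as inhibition above about 50% in the replicate tests, limit read from the data, passing the limit was not always enough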;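 further: agonist challenge used bursicon conditioned medium at about half maximal strength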
ARNT TACC3 PPI: disruptors of human ARNT/TACC3 interaction; inhibition, % at 9.99 µM; hit rate 0.66% among 390,000; AID 623870; Q9Y6A5; AlphaScreen His-ARNT PAS-B/GST-TACC3 binding, luminescence; TACC3 fragment carries E629A point mutation;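 active means mean inhibition of replicates at least 50% and at least half of replicates each reaching 50%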;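 further: 0% = complete ARNT plus TACC3 wells and 100% = ARNT alone without TACC3; many hits fall short of the cut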
INS-1E GSIS act: primary screen for activators of insulin secretion dependent on glucose, INS-1E cells, GLuc reporter luminescence | INS-1E GLuc reporter insulin secretion, 2-3 h | activation, % at 16.6 µM | hit rate 0.61% among 370,000 | AID 743287;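 active means lowest replicate activation of at least 40%, so every replicate reaches that level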;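 further: 0% = median of neutral control wells and 100% = median of IBMX positive control wells; some compounds called inactive have numbers as strong as hits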
PAX8 reporter: PAX8 transcriptional activity inhibition; RMG-I TPO-luciferase reporter, SteadyGlo, 24 h; inhibition, % at 12.6 µM; hit rate 1.2% among 360,000; AID 652154;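 active means mean replicate inhibition at least 60% with every replicate also reaching 60%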;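 further: luciferase light reporting Pax8 driven TPO promoter activity; plate controls were median of neutral control wells for no effect and mitoxantrone controls for full effect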
Starred values were filed as active, the others as inactive; x = no result given.

SMILES | C2C12 statin | Cneo AK release | PGC1a acetyl inh | PglD DTNB | LGR2 antag | ARNT TACC3 PPI | INS-1E GSIS act | PAX8 reporter
O=C(NC1CCCC1)N1CC2(C1)[C@@H](c1ccccc1)[C@@H](CO)N2S(=O)(=O)Cc1ccccc1 | x | x | -17 | x | 5 | x | -15 | -2
COc1ccc(C/C(N)=N/OC(=O)Cc2ccccc2)cc1OC | 10 | 0 | -9 | 3 | x | -8 | x | x
COc1ccc(S(=O)(=O)Nc2ccc3c(c2)C(=O)N([C@@H](C)CO)C[C@H](C)[C@H](CN(C)Cc2ccc(C(F)(F)F)cc2)OCCCC[C@@H](C)O3)cc1 | x | 1 | 7 | -3 | 5 | -1 | -13 | 95*
COc1cc(C(=O)Nc2cc(C)ccn2)cc(OC)c1OC | 2 | 0 | 5 | 10 | x | -2 | x | -2
Cc1cc(C)cc(N2CCCn3c2nc2c3c(=O)[nH]c(=O)n2C)c1 | -12 | 1 | -2 | -3 | x | 23 | x | x
Cc1c(CC(=O)O)c(=O)oc2c(C)c(OCc3ccc(F)cc3Cl)ccc12 | 4 | 1 | -1 | 4 | 3 | -13 | 21 | 13
COc1ccc(C(=O)NNC(=O)Nc2ccc(Cl)cc2)cc1 | x | x | 7 | x | -15 | 2 | -9 | 1
O=C(OCCOCCN=C1NS(=O)(=O)c2ccccc21)c1ccc(F)cc1 | 15 | 3 | 10 | 0 | 6 | 2 | 8 | -10
COc1ccc(NC(=O)CSc2ccccn2)cc1OC | 5 | 4 | x | -6 | x | 2 | x | x
O=C(c1cccc(-c2ccc(O)cc2)c1)N1CCN(c2ccc(F)cc2)CC1 | 5 | x | 1 | x | 15 | -6 | 1 | 7
C[C@@H]1CN([C@H](C)CO)C(=O)c2cc(/C=C/c3ccccc3)cnc2O[C@@H]1CN(C)S(=O)(=O)c1ccccc1 | 50 | -1 | 11 | 3 | 0 | -1 | 18 | x
CCOc1ccc(NC(=O)COc2nsnc2N2CCOCC2)cc1 | x | x | 2 | x | 1 | -24 | 2 | 1
COc1ccc(C(=O)C2CCCN(Cc3cccn3-c3cccnc3)C2)cc1OC (configuration not stated) | x | x | x | x | -1 | 2 | 5 | -10
O=C(Nc1cccc(-n2cnnn2)c1)c1ccncc1 | -1 | 0 | -5 | -2 | 10 | -10 | 17 | -1
O=C(CSc1nnnn1Cc1ccccc1)Nc1ccccc1 | 19 | -5 | 2 | 0 | -6 | -9 | -15 | 0
COc1ccc(-c2ccc3c(c2)O[C@H](CN(C)Cc2ccccc2C(=O)O)[C@H](C)CN([C@@H](C)CO)S3(=O)=O)cc1 | 16 | 0 | 3 | -3 | -14 | 5 | 17 | x
COc1ccc(NC(=O)N[C@H]2CC[C@@H](CCNS(=O)(=O)c3ccccc3F)O[C@@H]2CO)cc1 | -4 | 0 | -5 | 1 | -24 | 0 | 6 | -3
Cn1c2ccccc2c2nnc(SC3CCOC3=O)nc21 (configuration not stated) | -2 | -2 | x | 0 | x | 3 | x | 25
O=C(CS(=O)(=O)c1c[nH]c2ccccc12)Nc1ccc2c(c1)OCCO2 | 32 | -2 | 0 | -4 | -1 | 4 | 2 | x
O=S(=O)(N/N=C\c1cccn1-c1ccccc1)c1ccc2ccccc2c1 | 31 | 1 | 7 | -5 | x | 2 | x | x
CCOCCCNC(=O)c1ccc2c(c1)ncn2C1CCCC1 | -57 | 0 | 7 | 6 | x | -1 | x | x
CC(C)CNC(=O)c1c(F)c(F)c(F)c(F)c1F | 3 | 8 | -11 | 10 | -22 | 4 | 6 | -2
O=C(NCc1ccco1)C(c1ccc(F)cc1)N(CC1CCCO1)C(=O)Cn1nnc2ccccc21 (configuration not stated) | 89* | 5 | 4 | 5 | x | -2 | x | x
Cc1c(NC(=O)c2ccc(S(=O)(=O)Nc3ccccc3F)cc2)c(=O)n(-c2ccccc2)n1C | 4 | -2 | -25 | 6 | -2 | -2 | -9 | x
COc1ccc(C)cc1NC(=O)C1CCCN(S(=O)(=O)c2ccc3[nH]c(=O)ccc3c2)C1 (configuration not stated) | x | x | x | x | 11 | -6 | -9 | 19

Part of the list above in order of SMILES length, highest first:
SMILES | C2C12 statin | Cneo AK release | PGC1a acetyl inh | PglD DTNB | LGR2 antag | ARNT TACC3 PPI | INS-1E GSIS act | PAX8 reporter
COc1ccc(C)cc1NC(=O)C1CCCN(S(=O)(=O)c2ccc3[nH]c(=O)ccc3c2)C1 (configuration not stated) | x | x | x | x | 11 | -6 | -9 | 19
Cc1c(CC(=O)O)c(=O)oc2c(C)c(OCc3ccc(F)cc3Cl)ccc12 | 4 | 1 | -1 | 4 | 3 | -13 | 21 | 13
O=S(=O)(N/N=C\c1cccn1-c1ccccc1)c1ccc2ccccc2c1 | 31 | 1 | 7 | -5 | x | 2 | x | x

The listing continues:
SMILES | C2C12 statin | Cneo AK release | PGC1a acetyl inh | PglD DTNB | LGR2 antag | ARNT TACC3 PPI | INS-1E GSIS act | PAX8 reporter
CN1CCN(C(=O)c2ccc(Cn3cc(Cl)cn3)o2)CC1 | 3 | 0 | -8 | -5 | -6 | x | -1 | -3
COC(=O)c1ccc(CSc2nnc3sc4ccccc4n23)o1 | 3 | 4 | x | 1 | x | 6 | x | x
Cc1ccc(NC(=O)CN(C)C(=O)CN2C(=O)NC(C)(c3ccccc3)C2=O)cc1 (configuration not stated) | 7 | 2 | -16 | -6 | 18 | 0 | 7 | x
O=C(OCC(=O)N1CCOCC1)c1ccccc1Br | 8 | 0 | x | -2 | -7 | -2 | 10 | -55
N[C@@]12CCc3nonc3[C@]1(O)CC(c1ccccc1)=[N+]2[O-] | -1 | 3 | 4 | 4 | x | -13 | x | x
CCn1cc(CCC(=O)O)c(C)n1 | x | x | x | x | -11 | 1 | 25 | 5
Cc1ccccc1NC(=O)C[n+]1cc(-c2ccccc2)n2c1CCC2 | -5 | 0 | 2 | 6 | x | -9 | x | -20
COc1cc(CCNC(=O)c2ccccc2NC(=O)C2=C(C)OCCS2)cc(OC)c1OC | -8 | 0 | -16 | -4 | 2 | x | 6 | 10
O=c1c(Cc2c(F)cccc2Cl)c(O)ccn1Cc1ccc2c(c1)OCO2 | x | x | -12 | x | 15 | 4 | -6 | 14
CCOC(=O)C(CC)/C(C)=N\NC(=O)CCC(=O)Nc1ccc(Cl)cc1Cl (configuration not stated) | x | x | 1 | x | -20 | 1 | -2 | 14
CNC[C@H]1Oc2ccc(NS(=O)(=O)c3ccc(OC)cc3)cc2C(=O)N([C@@H](C)CO)C[C@H]1C | 21 | -2 | 5 | 2 | 24 | -6 | 5 | 22
COc1ccc(N2CCN(C(=O)Cc3coc4cc(C)ccc34)CC2)cc1 | x | x | x | x | 3 | 8 | -5 | 26
CCOc1cc(CO)cc(Br)c1OCC(=O)O | x | x | -2 | x | -22 | 5 | 2 | x
CC(=O)Nc1cc(-c2ccccc2)nn1Cc1ccc(Cl)cc1 | -14 | 0 | 6 | 5 | x | x | x | x
COCCSc1ccccc1C(=O)N1CCc2ccccc21 | 11 | -1 | x | 5 | 9 | -10 | -6 | 9
O=C(CN1CCOCC1)N[C@@H]1CC[C@H](CCNC(=O)Nc2cc(F)ccc2F)O[C@H]1CO | -10 | -4 | -3 | -2 | 1 | -11 | -9 | -8
O=S(=O)(NC1c2cccc3cccc(c23)C1Sc1ncccn1)c1ccc(Cl)cc1 (configuration not stated) | x | x | x | x | 16 | 21 | -9 | 25
c1ccc(-c2ccc3cnccc3n2)cc1 | -6 | 0 | 3 | 5 | -17 | x | 29 | -115
O=C(Cc1c(F)cccc1Cl)Nc1cc(S(=O)(=O)N2CCOCC2)ccc1N1CCOCC1 | x | x | x | x | -17 | -4 | -2 | -4
COc1ccc(S(=O)(=O)N(C)C[C@@H]2OCCCC[C@H](C)Oc3ccc(NS(=O)(=O)c4cccs4)cc3C(=O)N([C@@H](C)CO)C[C@H]2C)cc1 | x | -3 | -5 | -2 | -5 | 0 | -9 | 18
CC(NC(=O)C(=O)N/N=C/c1ccc(Cl)cc1)c1ccccc1 (configuration not stated) | x | x | 0 | x | 2 | 0 | 2 | 7
CCNC(=O)C1(c2ccccc2)CCCC1 | 2 | 0 | 10 | 5 | x | -4 | x | -25
O=C(CSc1nccc(=O)[nH]1)NN(c1ccccc1)c1ccccc1 | -4 | 1 | -10 | x | 18 | -3 | 1 | 5
CC(C)(C)n1ncc(Oc2ccccc2[N+](=O)[O-])c(Cl)c1=O | x | x | x | x | 9 | 10 | -33 | 36
Cc1[nH]nc(S(=O)CC(=O)O)c1[N+](=O)[O-] (configuration not stated) | x | x | x | x | 28 | -34 | 5 | 8

(next part)
SMILES | C2C12 statin | Cneo AK release | PGC1a acetyl inh | PglD DTNB | LGR2 antag | ARNT TACC3 PPI | INS-1E GSIS act | PAX8 reporter
Cc1cc(S(=O)(=O)NC(C)C)ccc1OCC(=O)NCc1ccccc1 | x | x | 5 | x | 14 | -10 | 4 | 7
Cc1nc2ccc(S(=O)(=O)NCC(=O)N3CCC(N4CCCCC4)CC3)cc2s1 | 13 | 3 | -3 | 1 | x | -4 | x | x
O=C(Nc1ccccc1)Nc1ccc2c(c1)[C@H]1C[C@H](CC(=O)N3CCOCC3)O[C@H](CO)[C@H]1O2 | 2 | -2 | -3 | 3 | -15 | -14 | 8 | 7
CC(=Nc1cccc(C)c1)c1sc2ccccc2c1O | -51 | -5 | 10 | 1 | x | 4 | x | x
Cc1ccc(S(=O)(=O)C2C(=O)NC3(C)CC2c2ccccc2O3)cc1 (configuration not stated) | x | -7 | 7 | 0 | 4 | -22 | -6 | -3
Cc1nn(-c2ccc(C(=O)Nc3nnc(C4CC4)s3)cc2)c(C)c1Cl | 0 | 3 | 13 | -1 | x | -3 | x | x
CCc1ccc(N(C(=O)CCC(=O)Nc2cc(C)on2)C(C(=O)NC(C)(C)C)c2ccc(OC)cc2)cc1 (configuration not stated) | 9 | 0 | x | 5 | -7 | -16 | -24 | 1
CC(OC(=O)c1ccc(S(C)(=O)=O)c([N+](=O)[O-])c1)C(=O)NC1C2CC3CC(C2)CC1C3 (configuration not stated) | 6 | 1 | x | -9 | 8 | x | 143* | 106*
O=C(NCCC1CCCCN1S(=O)(=O)c1ccc(F)cc1)C(=O)NCc1ccncc1 (configuration not stated) | 4 | 1 | 10 | 2 | 1 | -5 | -3 | 69*
O=C(CCC1CCCN(C(=O)COc2ccccc2)C1)N1CCN(c2ccccn2)CC1 (configuration not stated) | x | x | -7 | x | 21 | -1 | 8 | 20
CC1CN(C(=O)COC(=O)c2cnc(Cl)c(Cl)c2)CC(C)O1 (configuration not stated) | 6 | -1 | 13 | -2 | -3 | 10 | 13 | 5
COc1ccc(/C=N/Nc2ccc([N+](=O)[O-])cc2)cc1O | 7 | -17 | -6 | -10 | -101 | -1 | -33 | -261
COc1ccc(NC(=O)Nc2ccc3c(c2)C(=O)N([C@@H](C)CO)C[C@H](C)[C@@H](CN(C)C(=O)Nc2ccc(OC)cc2)O3)cc1 | -6 | -1 | 13 | 2 | 10 | 13 | -2 | 7
COCc1c(C(=O)N/N=C/c2cccc3ccccc23)nnn1-c1nonc1N | -10 | 0 | x | -4 | 3 | 3 | 3 | -3
CC(C)CC(c1nnnn1C(C)C)N1CCN(c2cccc(Cl)c2)CC1 (configuration not stated) | 13 | 2 | -12 | -1 | x | -1 | x | x
CCCc1cc(C(=O)Nc2ccc(C(=O)OC)cc2)cs1 | x | 0 | 2 | -6 | -33 | -1 | 5 | -58
Cn1c(N/N=C/c2ccccc2)nc2sc3c(c2c1=O)CCC3 | x | 0 | -13 | -1 | x | 38 | x | x
CCCN(C)C[C@H]1Oc2ncc(-c3ccccc3F)cc2C(=O)N([C@@H](C)CO)C[C@@H]1C | 7 | 46 | -7 | 1 | -14 | -1 | 6 | x
O=c1[nH]c(C2CCN(S(=O)(=O)c3ccccc3C(F)(F)F)CC2)nc2c1nnn2Cc1ccccc1 | 6 | 5 | x | 3 | 12 | x | -24 | -2
